# High-throughput results deposited in PubChem BioAssay by National Center for Advancing Translational Sciences (NCATS).
# PLK1 PBD block = blocks phosphopeptide binding to human PLK1 polo-box domain. P53350. AID 720504. Potency, µM, for the others: max response, negative = inhibition, hits mostly inhibitors. actives 2.8% (n = 360,000). Plk1 PBD binding of FITC phosphopeptide, fluorescence polarization; note: potency is the fitted concentration of half-maximal effect; series mostly up to about 57 µM; % is set by controls: 0 for no effect and ±100 for the full control effect; nearly all actives have a fitted effect of over 65% in size
# PI5P4Ka inh = inhibitors of human PI5P4K alpha; actives 1.2% (n = 330,000); P48426; max response, %; PI5P4Kalpha enzyme, ADP-Glo luminescence, 60 min; stronger effect = lower value; active = max response of -50% or lower; inconclusive = between -30% and -50%; inactive = -30% or higher; note: value at the top dose of about 77 µM; % is set by controls: 0 for no effect and ±100 for the full control effect
#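 Quantitative HTS of the MLSMR library against PI5P4Kalpha with substrate. ATP added last at 5 microM final; room temperature, 60 minutes. Remaining ATP depleted, ADP converted and read as luminescence.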
# EPAC1 ag = agonists of human EPAC1; O95398; EPAC1 agonist qHTS, biochemical assay; response scale: 100% = response to 6.5 mM cAMP; Potency, µM (series often up to 154 µM), without a hit: at the top dose activation, usual class: activators; actives 0.073% (n = 360,000); note: potency is the fitted concentration of half-maximal effect; nearly all actives have a fitted effect of over 60% in size
# Target sequence (O95398 whole entry, looked up): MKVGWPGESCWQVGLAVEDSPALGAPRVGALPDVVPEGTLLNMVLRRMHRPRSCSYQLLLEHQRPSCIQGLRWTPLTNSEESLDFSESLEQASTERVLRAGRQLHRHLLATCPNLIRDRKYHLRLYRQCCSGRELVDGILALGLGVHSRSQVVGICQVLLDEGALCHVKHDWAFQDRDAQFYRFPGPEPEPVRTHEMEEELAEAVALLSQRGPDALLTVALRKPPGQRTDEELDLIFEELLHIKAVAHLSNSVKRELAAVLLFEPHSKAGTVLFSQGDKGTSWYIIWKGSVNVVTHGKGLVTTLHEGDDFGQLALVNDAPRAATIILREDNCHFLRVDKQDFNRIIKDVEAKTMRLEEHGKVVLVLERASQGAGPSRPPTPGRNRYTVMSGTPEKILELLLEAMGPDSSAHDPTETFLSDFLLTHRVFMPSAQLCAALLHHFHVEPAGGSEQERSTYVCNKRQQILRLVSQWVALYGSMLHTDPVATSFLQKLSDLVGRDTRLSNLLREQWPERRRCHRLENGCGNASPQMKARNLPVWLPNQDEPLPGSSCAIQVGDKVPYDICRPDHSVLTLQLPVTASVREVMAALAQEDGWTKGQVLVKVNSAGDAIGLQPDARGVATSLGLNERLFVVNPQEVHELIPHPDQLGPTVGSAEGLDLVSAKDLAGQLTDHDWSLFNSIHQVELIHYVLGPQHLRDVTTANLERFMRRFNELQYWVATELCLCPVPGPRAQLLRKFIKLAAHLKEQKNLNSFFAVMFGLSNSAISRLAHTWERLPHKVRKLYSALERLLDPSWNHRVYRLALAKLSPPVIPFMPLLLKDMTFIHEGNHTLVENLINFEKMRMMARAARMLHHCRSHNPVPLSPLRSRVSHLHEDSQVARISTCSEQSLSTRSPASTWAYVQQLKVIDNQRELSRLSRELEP
#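 Compounds were pinned as a concentration titration into mixtures of EPAC1 (100 nM), BODIPY-GDP-loaded Rap1B (250 nM) and GDP (50 uM). After 5 min at room temperature, fluorescence was followed for 30 min; activity was scaled to 6.5 mM cAMP.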
# WRN inhibitor = inhibitors of human WRN helicase | Q14191 | WRN helicase unwinding, fluorescent forked duplex, kinetic | Potency, µM (top dose mostly 114 µM), inactives show at the highest dose activity change, negative = inhibition, hits mostly inhibitors | actives 0.46% (n = 360,000) | AID 651768; note: potency is the fitted concentration of half-maximal effect; % is set by controls: 0 for no effect and ±100 for the full control effect; nearly all actives have a fitted effect of over 55% in size
#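 Kinetic fluorescence helicase assay: unwinding of a quenched forked DNA duplex (100 nM final) with 2 mM ATP final raises red fluorescence (525/598 nm). Compounds sat 15 min at room temperature with 20 nM WRN beforehand.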
# FUS yeast rescue = suppressors of FUS proteinopathy in yeast; actives 0.24% (n = 390,000); S. cerevisiae FUS-expressing, growth rescue, OD600, 24 h; Potency, µM (highest dose often 76.6 µM), inactives show at the highest dose growth rescue (activation), usual class: activators; AID 1347120;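 note: potency is the fitted concentration of half-maximal effect; plate controls were DMSO vehicle for no effect and reference control for full effect; nearly all actives have a fitted effect of over 55% in size; some results filed as inactive show a strong effect at the top dose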
#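 S. cerevisiae expressing FUS from galactose induction served as the toxicity model. Growth after 24hr at 30C, read as absorbance at 600 nm, indicates suppression of toxicity; compounds dosed at several concentrations.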
# Abeta rescue = A-beta toxicity reversal in yeast. yeast expressing A-beta42, growth rescue, OD600, 48 h; response scale: 0% DMSO, 100% iron-clioquinol control. actives 0.063% (n = 410,000). Potency, µM (top dose mostly 46.1 µM), inactives show at the highest dose growth rescue, most hits filed as activators; note: potency is the fitted concentration of half-maximal effect; nearly all actives have a fitted effect of over 55% in size
#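 Growth rescue measured by 600 nm absorbance after 48 h yeast culture at 30 C with compound. Values normalized between DMSO and an equimolar ferric chloride plus clioquinol control.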
# IL2 activator = activators of IL-2; IL-2 activation reporter assay, cell-based qHTS; stimulated with anti-CD3/CD4/CD28 beads; in transgenic mouse T cells; activation, % (series mostly up to about 46 µM); actives 0.065% (n = 360,000); AID 652025; in the data active = activation above about 50%; inconclusive = mostly about 30% to 49%; note: 0% is about no effect
#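 Readout is EGFP and DsRed signal by fluorescent plate cytometry after 18 h at 37 degrees C. Transgenic mouse T cells (750/well) received compound for 60 min before bead stimulation (anti-CD3, anti-CD4, anti-CD28); memory T cells served as non-tolerant control.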
# EPAC1 antagonist = EPAC1 (human) antagonism. actives 0.14% (n = 360,000). Potency, µM (series often up to 115 µM), for the others: at the highest dose activity change, negative = inhibition, hits mostly inhibitors. O95398. EPAC1 GEF assay, Rap1b-BODIPY-GDP exchange fluorescence;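 note: potency is the fitted concentration of half-maximal effect; plate controls were vehicle for no effect and positive control for full effect; nearly all actives have a fitted effect of over 50% in size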
# Starred values were filed as active, the others as inactive; ? = inconclusive; nt = not tested or not shown; & = joins results of further samples; [ ] = dose if it differs, or a comment. Unless noted, calls come from the whole dose curve; as a rule, active = well fitted curve in the direction sought with a large enough effect; inconclusive = small, poorly fitted or top-dose-only effect, or another doubt; inactive = no such curve, though single readings can be large; an effect the other way counts as inactive or inconclusive.
SMILES,PLK1 PBD block,PI5P4Ka inh,EPAC1 ag,WRN inhibitor,FUS yeast rescue,Abeta rescue,IL2 activator,EPAC1 antagonist
CCCn1nnc(NC(=O)COc2ccccc2Cl)n1,-3%,nt,3%,-8%,15%,-8%,-0.2,8%
CCCCNC(=O)CCC(=O)NNc1nc2ccccc2c2nc(C)nn12,-23%,1,13%,-23%,-36%,-5%&8%,-0.7,7%
Cc1ccc(NC(=O)CSCC(=O)NCCc2ccccc2)cc1,0%,-3,-8%,5%,4%,8%,0.5,4%
COC(F)(C(=O)Nc1ccc2c(c1)C(=O)NC2=O)C(F)(F)F (stereo unspecified),-9%,-2,5%,1%,-2%,1%,-1.4,-3%
Cc1cc(OCC(O)CN(CCO)CCO)ccc1Cl (stereo unspecified),-9%,0,-4%,-34%[57.1 µM],-19%,-6%,-1.7,-5%
COC(=O)c1ccc(OC(=O)CCc2cc(OC)c(OC)c(OC)c2)cc1,4%,-3,8%,-2%,10%,0%,0.0,-9%
CCOc1ccc(NC(=O)NNC(=O)c2ccc(Cl)cc2Cl)cc1,-4%,2,-12%,7%,-42%,12%,-0.2,-4%
S=c1[nH]nc(-c2cccnc2)n1/N=C/C(Cl)=C\c1ccccc1,-29%,-15,-12%,-4%,-5%,-23%,-0.7,8%
O=C(O)C1CC=CCC1C(=O)Nc1ccc(N2CCN(Cc3ccccc3)CC2)cc1 (stereo unspecified),-9%,-6,5%,-33%[57.1 µM],?,-15%,1.6,6%
CC(C)(C)OC(=O)C[C@@H]1C/C=C\C[C@H](CC(=O)N[C@@H](CO)Cc2ccccc2)C(=O)N[C@H](C(C)(C)C)COC1=O,-5%,-2,-22%,-11%,?,-4%,-2.5,-4%
O=C(N/N=C/c1ccco1)c1ccc(OCc2ccccc2)cc1,-17%,-1,0%,-28%,30%,7%,-0.6,-18%
Cc1ccc(-c2cnco2)cc1,4%,3,-9%,10%,-8%,-1%,0.3,6%
CCCCCC(=O)N1C[C@H](O)[C@@H](n2cc(COC(=O)c3ccccc3)nn2)C[C@@H]1c1ccc(OC)cc1,-4%,-14,3%,4%,18%,7%,1.4,0%
O=C(O)c1sccc1NC(=O)c1c(Cl)cccc1Cl,-2%,-55*,6%,2%,1%,-1%,0.0,6%
Cn1c(=O)c2c(nc(CN3CCOCC3)n2CCN2CCOCC2)n(C)c1=O,?,nt,4%,-4%,20%,-2%,0.4,-1%
COc1cccc(N2CCN(C(=O)c3ccc(Cl)c(NC4=NC5CS(=O)(=O)CC5S4)c3)CC2)c1 (stereo unspecified),-9%,-4,8%,4%,21%,-6%,-2.0,-6%
COc1ccc2c(C)cc(SCC(=O)NC3CCCC3)nc2c1,?,0,1%,5%,-11%,-7%,-0.2,-11%
O=C(C1CCN(S(=O)(=O)c2cccc3nsnc23)CC1)N1CCc2ccccc2C1,-2%,-4,14%,-2%,?,-10%,-1.1,-11%
Cc1cc(/C=C2/NC(=O)NC2=O)c(C)n1-c1ccncc1,-5%,-8,-5%,-4%,23%,-5%,2.6,-1%
Cc1cccc(NC(=O)C(=O)NCCc2c[nH]c3ccccc23)c1C,2%,3,-2%,-8%,-5%,-1%,0.0,3%
O=C(CCC(=O)Nc1ccccc1)NNC(=O)c1ccccc1Cl,-3%,-1,6%,-7%,-5%,13%,1.6,-26%
CC(=O)Nc1ccc(C(=O)NCC2CCCCC2)cc1,3%,2,10%,2%,-12%,11%,0.5,3%
O=c1[nH]c2ccccc2n1CCCOc1ccccc1,-3%,-2,6%,-9%,?,11%,-3.1,9%
CCOc1ccc2nc(SCC(=O)Nc3cccc(S(=O)(=O)NC4=NCCCCC4)c3)[nH]c2c1,-25%,-11,8%,-3%[57.1 µM],?,-17%,-2.4,-16%
O=C(Cc1ccc(Cl)cc1)N/N=C/c1cccs1,1%,4,3%,-5%,-14%,-2%,1.6,-6%
CSc1ccccc1NC(=O)CSCc1ccc(C)cc1,-10%,0,17%,-6%,23%,10%,-0.5,-3%
CCOC(=O)c1cnc2c(OC)cccc2c1N1CC(C)CC(C)C1 (stereo unspecified),-2%,12,-9%,-10%,-14%,3%,0.0,-14%
CCC(=O)Nc1cccc(NC(=O)CSc2nnnn2C)c1,-6%,nt,10%,-4%,11%,-5%,-2.1,-3%
CN(C(=O)CN1C(=O)S/C(=C\c2cccc(Cl)c2)C1=O)C1CCS(=O)(=O)C1 (stereo unspecified),-2%,2,5%,-6%,12%,-3%,2.2,-12%
C[C@@H]1CN([C@H](C)CO)C(=O)CCCn2nncc2CO[C@@H]1CN(C)C(=O)c1ccccc1,-10%,0,13%,-11%,-27%,1%,1.5,12%

# A section taken from the entries so far, for reference:
SMILES,PLK1 PBD block,PI5P4Ka inh,EPAC1 ag,WRN inhibitor,FUS yeast rescue,Abeta rescue,IL2 activator,EPAC1 antagonist
CCOC(=O)c1cnc2c(OC)cccc2c1N1CC(C)CC(C)C1 (stereo unspecified),-2%,12,-9%,-10%,-14%,3%,0.0,-14%
CCC(=O)Nc1cccc(NC(=O)CSc2nnnn2C)c1,-6%,nt,10%,-4%,11%,-5%,-2.1,-3%
CN(C(=O)CN1C(=O)S/C(=C\c2cccc(Cl)c2)C1=O)C1CCS(=O)(=O)C1 (stereo unspecified),-2%,2,5%,-6%,12%,-3%,2.2,-12%
C[C@@H]1CN([C@H](C)CO)C(=O)CCCn2nncc2CO[C@@H]1CN(C)C(=O)c1ccccc1,-10%,0,13%,-11%,-27%,1%,1.5,12%

# Next part
SMILES,PLK1 PBD block,PI5P4Ka inh,EPAC1 ag,WRN inhibitor,FUS yeast rescue,Abeta rescue,IL2 activator,EPAC1 antagonist
COc1ccc(CNC(=O)C(c2cccs2)N(Cc2ccco2)C(=O)Cc2cccs2)cc1 (stereo unspecified),?,4,12%,-19%,12%,5%,-0.5,3%
CC(NC(=O)C(C)N1CCN(Cc2ccccc2)CC1)c1ccccc1 (stereo unspecified),-10%,-2,8%,6%,7%,3%,-0.1,8%
Cc1nnc(-c2ccc(N3CCCCCC3)c([N+](=O)[O-])c2)o1,-10%,4,-4%,5%,20%,-3%,2.2,-7%
CN(C)c1ccc(/C=N\NC(=O)c2ccc(Cn3cc(Cl)cn3)cc2)cc1,-8%,2,2%,17%,nt,9%,-0.4,0%
O=C(CNC(=O)c1ccncc1)N/N=C/c1ccccc1[N+](=O)[O-],-8%,0,7%,-9%,5%,-1%,-0.4,8%
Cc1ccc(-c2noc(CC(c3ccccc3)c3ccccc3)n2)cc1,0%,15,-1%,1%,-8%,8%,-0.1,0%
CSc1ccc(NS(=O)(=O)c2ccc(-n3cnnn3)cc2)cc1,0%,-4,2%,-9%,-7%,16%,-0.7,-7%
C/C(=N\NC(=O)C(O)c1ccccc1)c1ccc(Cl)cc1 (stereo unspecified),-6%,5,7%,-2%,-21%,-2%,-2.9,-11%
CCOC(=O)C1CCCN(C(=O)c2cc(Nc3ccc(OC)cc3)nc3ccccc23)C1 (stereo unspecified),-8%,0,20%,13%,33%,17%,-3.7,-1%
Clc1nnc(NC2CCCCC2)c(Cl)c1Cl,-4%,3,5%,-1%,-7%,5%,-2.2,?
O=S(=O)(Nc1ccccc1N1CCOCC1)c1ccccc1C(F)(F)F,-2%,9,-1%,-1%,-2%,7%,-0.9,-21%
COc1cccc(N(C(=O)Cc2cccs2)C(C(=O)NC2CCCC2)c2ccncc2)c1 (stereo unspecified),-1%,-3,4%,0%,4%,6%,-0.4,-2%
CCOC(=O)Cn1nc(C)n(-c2ccc(Cl)cc2)c1=O,-9%,2,5%,-24%,?,9%,-2.2,-11%
COc1cccc(/C=C/c2ccc3ccccc3n2)c1OC(C)=O,-10%,-1,0%,-8%[57.1 µM],-6%,-24%,-0.6,-17%
COc1ccc(-c2nnc(SCC(=O)NCc3cccs3)n2C)cc1,-9%,nt,0%,-2%,-9%,-10%,0.6,7%
CN1OC[C@@H]2CN(Cc3cc(Cl)cc(Cl)c3)[C@H](c3cccc(-c4ccccc4)c3)C[C@@H]21,-9%,31,-2%,-3%,35%,?,-0.4,-7%
COC(=O)c1cc(C(=O)OCC(=O)N2c3ccccc3NC(=O)C2(C)C)cc([N+](=O)[O-])c1,-5%,-8,7%,0%,nt,5%,-0.6,1%
O=C(CSc1nc2ccccc2s1)N1c2ccccc2Sc2ccccc21,1%,nt,8%,-5%,19%,14%,-2.8,-16%
CC(=O)c1sc(NC(=O)C2CC(=O)N(Cc3ccco3)C2)nc1-c1ccccc1 (stereo unspecified),-14%,0,-5%,?,43%,0%,0.5,-13%
COc1ccccc1N(C)S(=O)(=O)c1ccc(Cl)c(C(=O)NCCCN2CCOCC2)c1,0%,1,-4%,-6%,7%,-8%,3.1,4%
CN(C)C(CNC(=O)c1ccc(C(F)(F)F)cc1)c1ccco1 (stereo unspecified),-6%,11,2%,-1%,8%,17%,-1.3,-17%
CCOc1ccc(Nc2nc3ccccc3n3cnnc23)cc1,2%,-1,7%,-6%,-7%,-8%,-2.4,-9%
CCC(Oc1ccccc1)C(=O)Nc1ccccc1OC (stereo unspecified),-6%,nt,5%,-6%,6%,2%,1.9,0%
CCOc1ccc(NC(=O)CN(C)C(=O)CC2CCCC2)cc1OCC,-16%,2,-6%,3%,9%,-12%,1.0,3%
COc1ccc([C@H]2CC(=O)C[C@@H](CCn3cccn3)O2)cc1,3%,0,-6%,5%,-5%,4%,1.6,11%
COc1ccc(C(=O)Nc2nc(CC(=O)NCCc3cccc(OC)c3)cs2)cc1,-11%,0,-15%,-26%,23%,15%,0.3,4%
C#CCOc1ccc(/C=C2/C(=O)N(c3ccc(S(N)(=O)=O)cc3)N=C2C)cc1OC,1.2µM*,-22,-5%,-16%,-7%,-7%,-3.3,-20%
COc1ccccc1NC(=O)NCCCCc1ccccc1,-4%,-1,-1%,-9%,14%,22%,-2.0,-29%
CCCCN(CC)CCCNC(=O)CC1Nc2ccccc2NC1=O (stereo unspecified),-3%,2,0%,2%,-4%,?,0.3,-23%
Cc1ccc2cc(CN(Cc3ccco3)C(=O)c3cccs3)c(=O)[nH]c2c1,-8%,-15,4%,-19%,23%,20%,-0.2,-4%
COc1ccc(C)cc1NC(=S)N1CC(C)OC(C)C1 (stereo unspecified),0%,0,4%,5%,-14%,4%,-2.6,1%
COc1ccc(/C=N/NC(=O)CNC(=O)c2ccc(S(=O)(=O)N3CCOCC3)cc2)c(OC)c1,-7%,-12,1%,-9%,27%,-21%,-3.4,-23%

# Rows were taken by chance; 4.1% or so of the library scored in one or more.
